# Bioassay records (PubChem)
# GALK inhibitor = qHTS Assay for Inhibitors of Human Galactokinase (GALK); AID 1868, 2009; Potency, µM (doses to about 57.5 µM), without a hit: at the highest dose activity change, negative = inhibition, actives largely listed as inhibitors; 0.007% of 270,000 active; Purified GALK, Kinase-Glo residual ATP luminescence; also: potency is read from the fitted curve at half-maximal effect; % is scaled to controls: 0 for no effect and ±100 for the full control effect
#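 Compounds were pin-transferred into ATP buffer (35 uM final), then GALK plus galactose (5 nM, 100 uM final) was added. After 1 h at room temperature, Kinase-Glo Plus was added and luminescence read after 10 min.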
# B2AR arrestin = qHTS assay of beta-arrestin-biased ligands of beta2-adrenergic receptor; beta-arrestin recruitment to beta2AR, cell-based reporter; Potency, µM (doses to about 46.1 µM), for the others: at the top dose activation, hits mostly activators; 0.02% of 330,000 active;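 also: potency is read from the fitted curve at half-maximal effect; 0% = DMSO controls and full agonism = EC100 isoproterenol or metaproterenol; nearly all actives have a fitted effect of over 65% in size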
# Target sequence (P07550 whole entry, looked up): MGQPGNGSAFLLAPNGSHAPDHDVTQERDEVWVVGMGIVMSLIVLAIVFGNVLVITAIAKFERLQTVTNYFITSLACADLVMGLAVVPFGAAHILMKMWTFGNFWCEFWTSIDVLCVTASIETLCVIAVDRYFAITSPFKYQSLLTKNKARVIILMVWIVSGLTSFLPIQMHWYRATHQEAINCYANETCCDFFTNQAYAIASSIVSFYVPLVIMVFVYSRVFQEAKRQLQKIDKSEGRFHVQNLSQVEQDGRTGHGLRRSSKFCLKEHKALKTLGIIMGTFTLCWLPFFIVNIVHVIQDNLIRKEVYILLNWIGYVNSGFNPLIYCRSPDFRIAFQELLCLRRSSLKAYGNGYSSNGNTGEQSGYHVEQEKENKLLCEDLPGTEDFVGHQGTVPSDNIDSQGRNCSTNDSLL
# MLL CXXC-DNA inh = qHTS Fluorescence Polarization Assay for Inhibitors of MLL CXXC domain - DNA interaction | Histone-lysine N-methyltransferase 2A (Homo sapiens), Q03164 | MLL-CXXC / FITC-HOXA9 DNA fluorescence polarization | Potency, µM (series often up to 115 µM), without a hit: at the highest dose activity change, negative = inhibition, usual class: inhibitors | 0.037% of 290,000 active | AID 2662, 2010; active = well fitted inhibition curve with a large enough effect in the polarisation, with a control signal flat, not every such curve was filed as active; inconclusive = small, poorly fitted or top-dose-only effect, or effect the other way, or a change in a side signal; inactive = no such curve, though single readings can be large or run the other way; the % refers to the polarisation; also: potency is read from the fitted curve at half-maximal effect
#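 Steps: dispense CXXC domain solution (7 uM) → pin compounds or unlabeled HOX-A9 DNA control → 5 min ambient → add FLSN-HOX-A9 solution (50 nM) → spin → 30 min ambient → fluorescence polarization. Tris pH 7.5/NaCl/DTT/BSA buffer.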
# KCNH2 3.1 inh = qHTS for Inhibitors of KCHN2 3.1: Mutant qHTS | Potassium voltage-gated channel subfamily H member 2, brain isoform KCNH2 3.1 (human) | AID 720553, 2013 | U2OS KCNH2 3.1, thallium flux FluxOr; stronger effect = lower value | activity change, % (tested at about 1.8 µM) | 0.95% of 340,000 active;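 active = maximum activity change below -70%; inconclusive = maximum activity change from -70% to -50%; inactive = maximum activity change above -50%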;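 also: thallium influx rate constant from kinetic fluorescence after stimulation buffer; % is scaled to controls: 0 for no effect and ±100 for the full control effect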
#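 Virally transduced U2OS (3.1 isoform, 4 h infection in dark at RT) → overnight 37 C → FluxOr + Red40 in HBSS/HEPES, 45 min → stimulation buffer, 2 min kinetic read → rate constant vs DMSO controls.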
# USP2a inh = qHTS Assay for Inhibitors of Ubiquitin-specific Protease USP2a Using CHOP2 as the Reporter; Potency, µM (doses to about 38.3 µM), without a hit: at the highest dose activity change, negative = inhibition, most hits filed as inhibitors; USP2 core, Ub-CHOP2 coupled fluorogenic reporter, 485/531; Ubiquitin carboxyl-terminal hydrolase 2 (Homo sapiens), O75604; 0.01% of 330,000 active;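 also: potency is read from the fitted curve at half-maximal effect; plate controls were DMSO wells for no effect and full inhibition by NEM control for full effect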
# Target sequence (O75604 whole entry, looked up): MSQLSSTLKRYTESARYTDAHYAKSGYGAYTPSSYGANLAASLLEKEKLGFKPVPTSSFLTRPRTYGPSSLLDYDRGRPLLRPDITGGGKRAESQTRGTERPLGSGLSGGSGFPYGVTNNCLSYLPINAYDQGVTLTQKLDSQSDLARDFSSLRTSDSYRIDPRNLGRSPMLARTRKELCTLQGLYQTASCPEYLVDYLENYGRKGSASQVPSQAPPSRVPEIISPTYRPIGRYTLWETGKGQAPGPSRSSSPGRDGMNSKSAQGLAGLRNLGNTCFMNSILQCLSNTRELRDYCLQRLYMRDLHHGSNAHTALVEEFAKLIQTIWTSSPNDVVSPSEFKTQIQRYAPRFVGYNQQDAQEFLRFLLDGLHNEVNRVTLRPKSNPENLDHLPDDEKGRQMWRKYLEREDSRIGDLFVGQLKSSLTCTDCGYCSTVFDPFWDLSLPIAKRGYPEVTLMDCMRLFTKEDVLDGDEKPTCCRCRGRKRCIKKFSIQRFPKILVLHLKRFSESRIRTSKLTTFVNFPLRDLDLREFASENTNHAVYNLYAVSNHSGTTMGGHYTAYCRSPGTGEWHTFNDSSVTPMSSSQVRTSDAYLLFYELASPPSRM
#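 Cell-free coupled assay: 10nM USP2 core preincubated 30min RT with compound in Tris-HCl pH 8.0/CaCl2/CHAPS buffer, then 25nM Ub-CHOP2 and 25nM reporter substrate; fluorescence (Ex 485/Em 531) read after 60min RT, normalized to NEM inhibition, concentration-response curves fitted.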
# TRPV1 ag = HTS Assay for Compounds that Act as Agonists of the Vanilloid Receptor 1; TRPV1-expressing cells, Fluo-8 calcium influx, agonist mode; activation, % at 8.33 µM; 0.19% of 320,000 active; in the data active = activation above about 80%; inconclusive = between about 30% and that limit; also: 0% is about no effect
#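 TRPV1-expressing cells were cultured overnight at 35.5C and loaded with Fluo-8 calcium dye for 40 to 90 min at room temperature. After a 10 s baseline, compound was added and calcium influx was read kinetically for 3 min (ex 480/em 520 nm).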
# FBPA coupling cs = qHTS Assay for Inhibitors of Fructose-1,6-bisphosphate Aldolase from Giardia Lamblia: Coupling assay counterscreen. coupling enzyme system counterscreen, AmpLite Red fluorescence. activity change, negative = inhibition, % at 58.2 µM, hits read low. 0.67% of 290,000 active; in the data active = activity change below about -30%; also: % is scaled to controls: 0 for no effect and ±100 for the full control effect
#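 Activity here indicates interference with the coupling reaction, not aldolase inhibition. Compounds at 57.5 uM final met coupling enzymes for 10 min at RT; substrate and AmpLite Red detection followed, with a 525/598 nm fluorescence read after 20 min.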
# PKM2 act = qHTS Assay for Activators of Human Muscle isoform 2 Pyruvate Kinase. Pyruvate kinase PKM (Homo sapiens), P14618. purified PKM2, Kinase-Glo ATP luminescence, activation; response scale: 0% is enzyme alone, no compound. Potency, µM (doses to about 57.5 µM), for inactives: at the highest dose activation, hits mostly activators. 0.34% of 260,000 active. AID 1631, 2009; also: potency is read from the fitted curve at half-maximal effect; % is scaled to controls: 0 for no effect and ±100 for the full control effect; nearly all actives have a fitted effect of over 55% in size
#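 ATP formation by purified human PK-M2, quantified via coupled luciferase luminescence after 1 h at room temperature with 0.1 mM ADP and 0.5 mM PEP final.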
# Menin MLL FP TR = qHTS Assay for Inhibitors Targeting the Menin-MLL Interaction in MLL Related Leukemias: Competition With Texas Red Labeled MLL-derived Mutant Peptide; Menin + Texas Red MLL mutant peptide, fluorescence polarization; Potency, µM (top dose mostly 61.6 µM), for inactives: at the highest dose FP activity change, negative = inhibition, actives largely listed as inhibitors; O00255; 0.23% of 270,000 active; active = well fitted inhibition curve with a large enough effect in the polarisation, with a control signal flat, not every such curve was filed as active; inconclusive = small, poorly fitted or top-dose-only effect, or effect the other way, or a change in a side signal; inactive = no such curve, though single readings can be large or run the other way; the % refers to the polarisation; also: potency is read from the fitted curve at half-maximal effect; % of control where 0% means no effect; many of its hits are not listed in these tables
# Giardia killer = Small Molecules that selectively kill Giardia lamblia: qHTS | 0.15% of 340,000 active | Giardia lamblia trophozoite viability | activity change, % at 7.66 µM, hits read low; in the data active = activity change below about -80%; inconclusive = between about -30% and that limit;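 also: parasites exposed to compound for two days anaerobically before the ATP read; % is scaled to controls: 0 for no effect and ±100 for the full control effect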
#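 Anaerobic 48 hrs incubation at 37 deg C of 100 trophozoites/well with test compounds; ATPLite 1-Step luminescence, 15-30 min RT, reports cellular ATP as viability.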
# KCNH2 WT inh = qHTS for Inhibitors of KCHN2 3.1: Wildtype qHTS. Voltage-gated inwardly rectifying potassium channel KCNH2 (Homo sapiens), Q12809. U2OS, BacMam KCNH2, thallium flux FluxOr; stronger effect = lower value. activity change, % at 1.84 µM. 0.37% of 340,000 active. AID 720551, 2013;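 active = maximum activity change below -70%; inconclusive = maximum activity change between -70% and -50%; inactive = maximum activity change above -50%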; also: % is scaled to controls: 0 for no effect and ±100 for the full control effect
#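 U2OS cells transduced with wild-type KCNH2 virus are loaded with FluxOr dye for 45 min, and thallium flux is measured in kinetic reads before and after stimulation buffer. Rate constants are normalized to DMSO controls.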
# Numbers without * were called inactive; ? = inconclusive; / = no result given; [ ] = dose if it differs, or a comment. Unless noted, calls follow the shape of the dose curve; as a rule, active = well fitted curve in the direction sought with a large enough effect; inconclusive = small, poorly fitted or top-dose-only effect, or another doubt; inactive = no such curve, though single readings can be large; an effect the other way counts as inactive or inconclusive.
SMILES,GALK inhibitor,B2AR arrestin,MLL CXXC-DNA inh,KCNH2 3.1 inh,USP2a inh,TRPV1 ag,FBPA coupling cs,PKM2 act,Menin MLL FP TR,Giardia killer,KCNH2 WT inh
BrC(=C\c1ccccc1)/C=N/Nc1nc2ccccc2[nH]1,1%,4.6%,-1%,-5,-5%,22,-12,12%,?,5,5
COc1ccc(C2c3ccc4ccccc4c3Oc3ncn(CCO)c(=N)c32)cc1OC (stereo unspecified),0%,-0.7%,3%,-7,-9%,2,1,/,?,10,13
Cc1[nH]n(-c2ccccc2)c(=O)c1C=Nc1cnc2ccccc2c1,0%,0.1%,8%,-3,0%,6,-2,-8%,5%,-12,4
OC(CNCc1cccnc1)COc1ccc2ccccc2c1 (stereo unspecified),-2%,-1.0%,3%,2,0%,-2,-1,0%[11.5 µM],-11%,11,17
CC(C)C[C@@]12C(=O)N(c3cccc(F)c3)C(=O)N1[C@H](c1ccc(F)cc1)[C@@H]1C(=O)N(C3CCCCC3)C(=O)[C@@H]12,/,-0.3%,/,-18,2%,-1,/,/,/,-1,-3
Cc1ccc(Cl)cc1NC(=S)N1CCCCCC1,-3%,0.0%,15%,-3,3%,2,/,0%,/,-2,9
COc1cc(NC(=O)NC2Cc3ccccc3C2)cc(OC)c1,-2%,0.2%,4%,-8,-5%,0,0,/,?,?,-3
Cc1ccc2cc(CN(C(=O)c3cccnc3)C(C)C)c(=O)[nH]c2c1,-5%,-0.2%,8%,18,1%,-3,1,-2%,-7%,13,-14
CC1(C)Cc2c(ccc3ccccc23)C(c2cc3ccccc3oc2=O)=N1,-1%,-3.3%,7%,1,-1%,?,4,-15%,?,7,2
CN(C(=S)NCCN1CCOCC1)C(c1ccccc1)c1ccccc1,0%,0.1%,-1%,-3,2%,13,1,-5%,4%,2,7
CC1(C)C(=O)OC(c2cccn2-c2ccc([N+](=O)[O-])cc2)C2(CCCCC2)C1=O (stereo unspecified),-1%,0.0%,3%,-4,3%,-1,4,1%,-14%,7,-7
COCCN(CCOC)C(=S)Nc1ccccc1,-1%,-0.1%,-2%,4,2%,2,3,-1%,-21%,4,-3
Cc1cc(C(=O)OCC(=O)Nc2ccccc2)c(C)o1,-2%,-0.5%,-4%,2,3%,4,-1,0%,-5%,-2,15
CC(C)(C)n1ncc2c(=O)n(CC(=O)NCc3ccc(F)cc3)cnc21,-1%,0.3%,4%,-2,4%,11,0,1%,8%,-8,-9
CC12C(=O)N(c3nccs3)C(=O)C1C1C=CC2C1 (stereo unspecified),-2%,-0.4%,-1%,10,-2%,-3,2,1%,-14%,16,2
CC(=Nc1ccc(C)cc1C)c1sc2ccccc2c1O,0%,-0.6%,?,-7,-1%,6,-6,1%,?,?,-6
CC(C)Oc1ccccc1C1CC(=O)Nc2cc3c(cc21)OCO3 (stereo unspecified),-2%,0.0%,-1%,4,1%,?,-17,-1%,?,-16,-3
CNC(=O)C1CCN(S(=O)(=O)c2c(C)noc2/C=C/c2ccccc2F)CC1,/,-0.4%,-3%,7,1%,?,1,1%,15%,-3,1
O=C(Nc1ccc2c(c1)OCO2)C1CC(c2ccc(Cl)cc2)=NO1 (stereo unspecified),-2%,-1.0%,?,4,-2%,29,1,-4%,17%,4,0
O=C(NNC(=O)c1ccco1)c1csc(N2CCOCC2)n1,/,0.1%,/,0,-1%,-1,/,/,/,13,-3
CCCNC(=O)c1ccccc1NC(=O)c1cccc(-n2cnnn2)c1,/,0.0%,/,-9,1%,4,/,/,/,-5,2
O=C(NC1CC2CCCC(C1)N2CC(=O)N1CCCc2ccccc21)C1CCCCC1 (stereo unspecified),-4%,-0.3%,-8%,-12,2%,6,6,0%,1%,-13,24
Cc1onc(-c2ccccc2Cl)c1C(=O)Nc1ccc(Br)cc1,6%,-0.1%,11%,-31,-5%,12,-2,3%,45%[activator],6,24
C[C@@H]1CC[C@H]2C(=O)N3[C@@H](CC[C@@H](C)[C@@H]3c3ccc(Br)cc3)C(=O)N2[C@H]1c1ccc(Br)cc1,/,-0.7%,10%,7,0%,7,0,-1%,-3%,3,-2
CCOCCCNC(=O)/C=C1\Sc2ccccc2N(Cc2ccccc2F)C1=O,0%,0.0%,2%,-1,-9%,17,0,-5%,?,-21,11
COc1ccc(-n2c(=O)c3ccccc3n(CC(=O)NC3CCCCC3)c2=O)cc1,0%,0.3%,40%[activator],27,1%,0,-2,1%,/,-19,1
N#Cc1ccccc1COC(=O)c1cccnc1N,2%,-0.2%,2%,-17,0%,1,-11,0%,9%,-27,-15
Cc1cccc(C)c1OCc1cc(C(=O)N(C)CCc2ccccn2)no1,-5%,-0.1%,7%,-11,1%,11,/,0%,/,-7,-2
Cc1ccc(N(C(=O)CNC(=O)c2ccco2)C(C(=O)NC2CCCCC2)c2ccncc2)c(C)c1 (stereo unspecified),-1%,0.0%,0%,7,2%,2,0,/,/,29,-6
COc1ccc(C(C)=O)cc1COC(=O)c1ccc2c(c1)OCO2,2%,-0.1%,-13%,15,0%,2,1,0%,-22%,10,2
O=Cc1c(NCc2cccc(F)c2)c2ccccc2[nH]c1=O,5%,-0.4%,2%,-3,0%,?,0,-1%,2%,-17,4
O=C(COC(=O)c1ccc(Br)o1)Nc1nc2ccccc2s1,-4%,-0.7%,0%,13,4%,1,-1,0%,?,-9,-2
O=C(O)C(Cc1c[nH]c2ccccc12)NS(=O)(=O)c1cccc(Cl)c1Cl (stereo unspecified),-2%,0.2%,-2%,8,-7%,-4,5,/,5%,-4,-3
N#CC(C#N)=C1c2cc(S(=O)(=O)NCCO)ccc2-c2ccc(S(=O)(=O)NCCO)cc21,0%,0.1%,-1%,4,4%,4,-27,1.3µM*,/,-1,6
NC(=O)C[n+]1cccc2ccccc21,3%,-0.5%,4%,-5,16%,4,3,-8%,19%,-2,-7
C=CCn1cc(/C=C2\SC(N3CCOCC3)=NC2=O)c2ccccc21,-1%,0.0%,0%,21,-17%,?,0,0%,/,-4,-11
O=C(CN1CCCN(Cc2ccc(F)cc2Cl)C1=O)NCc1ccccc1,0%,-0.3%,-5%,-5,-1%,3,0,-1%,4%,-13,-15
Cn1c(=O)c(C#N)c(-c2ccc(F)cc2)c2cc(C(=O)c3cc(Cl)cc(Cl)c3O)cnc21,-3%,0.5%,20%,16,1%,3,-1,3%,/,12,-3
CC(C)(C)OC(=O)NCCCCCNC(=O)c1[nH]cnc1C(=O)Nc1ccc(Cl)cc1,/,0.0%,/,-31,0%,7,/,/,/,38[activator],-9
CCc1nnc(NC(=O)c2ccc(S(C)(=O)=O)cc2)s1,2%,0.0%,1%,-3,2%,-2,-2,-17%,/,-11,9

# Given with values under each structure: five of the compounds above.
# Second line of a record – GALK inhibitor, B2AR arrestin, MLL CXXC-DNA inh, KCNH2 3.1 inh, USP2a inh, TRPV1 ag, FBPA coupling cs, PKM2 act, Menin MLL FP TR, Giardia killer, KCNH2 WT inh
> O=C(COC(=O)c1ccc(Br)o1)Nc1nc2ccccc2s1
→ -4%, -0.7%, 0%, 13, 4%, 1, -1, 0%, ?, -9, -2
> O=C(O)C(Cc1c[nH]c2ccccc12)NS(=O)(=O)c1cccc(Cl)c1Cl (stereo unspecified)
→ -2%, 0.2%, -2%, 8, -7%, -4, 5, /, 5%, -4, -3
> N#CC(C#N)=C1c2cc(S(=O)(=O)NCCO)ccc2-c2ccc(S(=O)(=O)NCCO)cc21
→ 0%, 0.1%, -1%, 4, 4%, 4, -27, 1.3µM*, /, -1, 6
> NC(=O)C[n+]1cccc2ccccc21
→ 3%, -0.5%, 4%, -5, 16%, 4, 3, -8%, 19%, -2, -7
> C=CCn1cc(/C=C2\SC(N3CCOCC3)=NC2=O)c2ccccc21
→ -1%, 0.0%, 0%, 21, -17%, ?, 0, 0%, /, -4, -11

# Some of the compounds tested; rates above refer to the full screens.
